NPSR antag – neuropeptide S receptor (human) antagonism, cAMP. Q6W5P4. CHO-NPSR cells, cAMP TR-FRET, antagonist mode. Potency, µM (top dose mostly 38.3 µM), inactives show at the top dose activity change, negative = inhibition, most hits filed as inhibitors. 220,000 tested, 1% active. AID 1461; note: potency is the fitted concentration of half-maximal effect; % is set by controls: 0 for no effect and ±100 for the full control effect; nearly all actives have a fitted effect of over 50% in size; many of its hits are not listed in these tables
IMPase Li inh – IMPase inhibition in cells with lithium potentiation. CHO-M1 cells, IP1 TR-FRET (IP-One), carbachol + lithium. Potency, µM (titrated, usually from 59.4 µM), for the others: at the highest dose activity, negative = IMPase inhibition, actives largely listed as inhibitors. 210,000 tested, 0.35% active. AID 1457;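 note: IP1 builds up when IMPase is blocked and the TR-FRET signal falls; potency is the fitted concentration of half-maximal effect; plate controls were basal vehicle for no effect and high inhibitor control for full effect; nearly all actives have a fitted effect of over 50% in size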
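Concentration–response in CHO-M1 cells, lithium-potentiated; 30 min at 37C. IP1 detected by competitive TR-FRET after 10 min lysis at RT. Hill-fitted AC50.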
L3MBTL1 block – L3MBTL1 (human) inhibition | AlphaScreen L3MBTL1–H3K9me1 peptide binding | Potency, µM (doses to about 57.1 µM), inactives show top-dose activity, negative = inhibition, usual class: inhibitors | 230,000 tested, 0.66% active; note: potency is the fitted concentration of half-maximal effect; % is set by controls: 0 for no effect and ±100 for the full control effect; nearly all actives have a fitted effect of over 60% in size
Target sequence (Q9Y468 whole entry, looked up): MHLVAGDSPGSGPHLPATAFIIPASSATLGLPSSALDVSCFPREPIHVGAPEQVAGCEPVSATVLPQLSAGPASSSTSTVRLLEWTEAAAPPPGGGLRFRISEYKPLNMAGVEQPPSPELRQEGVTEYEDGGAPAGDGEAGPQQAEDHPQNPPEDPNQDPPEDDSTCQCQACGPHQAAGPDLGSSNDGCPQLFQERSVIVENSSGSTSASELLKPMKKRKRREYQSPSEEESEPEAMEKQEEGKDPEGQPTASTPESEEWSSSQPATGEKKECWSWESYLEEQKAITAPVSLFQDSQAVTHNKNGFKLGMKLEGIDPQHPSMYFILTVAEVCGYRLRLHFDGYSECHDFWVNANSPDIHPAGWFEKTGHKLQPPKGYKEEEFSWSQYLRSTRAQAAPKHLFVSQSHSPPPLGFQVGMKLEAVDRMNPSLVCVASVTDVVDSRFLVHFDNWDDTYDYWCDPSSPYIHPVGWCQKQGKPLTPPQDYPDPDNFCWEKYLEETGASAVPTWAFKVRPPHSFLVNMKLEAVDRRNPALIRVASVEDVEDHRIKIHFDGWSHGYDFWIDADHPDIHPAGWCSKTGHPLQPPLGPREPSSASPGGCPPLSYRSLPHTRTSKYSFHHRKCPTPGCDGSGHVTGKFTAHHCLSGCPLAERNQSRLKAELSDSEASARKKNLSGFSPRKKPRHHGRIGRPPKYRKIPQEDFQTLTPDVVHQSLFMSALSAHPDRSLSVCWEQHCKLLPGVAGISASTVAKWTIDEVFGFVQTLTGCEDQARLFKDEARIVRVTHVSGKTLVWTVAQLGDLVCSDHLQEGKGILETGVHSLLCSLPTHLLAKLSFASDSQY
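First, the protein-peptide complex forms for 30 min at room temperature (L3MBTL1 50 nM, biotinylated H3K9me1 peptide 75 nM). Next, compounds are pin-transferred and incubated 30 min. Finally, AlphaScreen beads are added and read after 30 min.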
CBFb-RUNX1 inh – CBF-beta/RUNX1 interaction disruption; Q01196+Q13951; AID 1477; Potency, µM (doses to about 59.8 µM), without a hit: at the highest dose activity, negative = inhibition, usual class: inhibitors; 230,000 tested, under 10 active; AlphaScreen CBFb-His/RUNX1-biotin binding, biochemical; note: % of control where 0% means no effect
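Interaction loss through any mechanism counts as activity. Pre-formed complex of His-CBF-beta and biotin-RUNX1 (30 nM apiece) is incubated with compound 15 min, then with 50 ng nickel and 50 ng streptavidin beads for 90 min before AlphaScreen detection.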
Epigenetic reg – epigenetic control regulation, reporter derepression. murine LDR cells, GFP reporter derepression, 30 h. Potency, µM (doses to about 53.9 µM), without a hit: at the highest dose GFP activation, hits mostly activators. 280,000 tested, 0.2% active. AID 1865; note: potency is the fitted concentration of half-maximal effect; % of control where 0% means no effect; nearly all actives have a fitted effect of over 60% in size
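Murine LDR cells carrying a silenced, genomically integrated CMV-driven GFP reporter were exposed to compound for 30 hours at 37 C. After PBS washes, GFP-positive cells (20–120 um objects) were counted by laser-scanning microplate cytometry.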
Luc counter – Kinase-Glo luciferase inhibition (counter-screen); Q27757; Kinase-Glo luciferase, ATP luminescence, 8 min; Potency, µM (series often up to 38.3 µM), without a hit: top-dose activity change, negative = inhibition, most hits filed as inhibitors; 200,000 tested, 0.28% active; note: potency is the fitted concentration of half-maximal effect; % is set by controls: 0 for no effect and ±100 for the full control effect; nearly all actives have a fitted effect of over 60% in size
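Luminescence was the read-out, taken after 8-minute incubation at ambient temperature. Luciferase turned over luciferin with 10 uM ATP in imidazole pH 7.2 buffer containing KCl, MgCl2, Tween 20 and BSA.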
HttQ103 aggreg – reduces HttQ103-GFP aggregates in PC12 cells | PC12 HttQ103-GFP aggregates, Acumen cytometry, 40 h | Potency, µM (titrated, usually from 46.1 µM), for inactives: at the top dose activity change, negative = inhibition, usual class: inhibitors | 220,000 tested, 1.1% active; note: potency is the fitted concentration of half-maximal effect; % is set by controls: 0 for no effect and ±100 for the full control effect; nearly all actives have a fitted effect of over 60% in size
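Compounds (qHTS titration) were added to PC12 cells expressing an ecdysone-driven HTT exon 1 Q103–GFP fusion after induction with 100 nM tebufenozide. Aggregate formation was measured as GFP objects in cell lysates.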
Active calls of the source: *; ? = inconclusive; . = not tested or not shown; [ ] = another dose, or the depositor's remark. Calls come from the whole dose curve; as a rule, active = well fitted curve in the direction sought with a large enough effect; inconclusive = small, poorly fitted or top-dose-only effect, or another doubt; inactive = no such curve, though single readings can be large; an effect the other way counts as inactive or inconclusive. The list is partial; the hit share may differ from the screen's.

No.	compound	NPSR antag	IMPase Li inh	L3MBTL1 block	CBFb-RUNX1 inh
1	CC(C)CC(C(=O)Oc1ccc2c3c(c(=O)oc2c1)CCC3)N1C(=O)c2ccccc2C1=O (stereo unspecified)	-2%[46.1 µM]	7%	-4%	5%
2	O=Cc1c(Sc2ccccn2)nc2ccccn2c1=O	-1%[46.1 µM]	6%	-7%	-6%
3	COc1ccccc1/C=N\Nc1cc(C)nc(-n2nc(C)cc2C)n1	-7%	2%	-13%	-4%
4	O=C(c1ccc(Cl)c(S(=O)(=O)N2CCCC2)c1)N1CCN(c2ccccn2)CC1	4%[46.1 µM]	18%[38.3 µM]	.	5%
5	Cc1ccsc1C(=O)OCC(=O)NC1CCS(=O)(=O)C1 (stereo unspecified)	33%	-8%	.	-5%
6	O=C(COc1ccc(/C=N/NS(=O)(=O)c2ccccc2)cc1)Nc1cccc(Cl)c1	-29%[46.1 µM]	.	-10%	-5%
7	CCCCSc1nc2c(c(=O)[nH]c(=O)n2C)n1CCc1ccccc1	-10%[46.1 µM]	13%[38.3 µM]	-1%	1%
8	Cc1cccc(-n2ccnc2CN2CCN(C(C)C)C(CCO)C2)c1 (stereo unspecified)	17%	.	-21%	-4%
9	Cc1ccc[n+](CC(=O)c2ccc(-c3ccccc3)cc2)c1	16%	12%	6%	2%
10	NS(=O)(=O)c1ccc(NC(=O)C(=O)NCCC(=O)O)cc1	-3%	.	0%	16%
11	COC(=O)c1sccc1NC(=O)C1CCCCC1C(=O)O (stereo unspecified)	14%	.	-2%	2%
12	COc1ccccc1NC(=O)C(CC=C(Cl)Cl)C(C)=O (stereo unspecified)	-11%[46.1 µM]	35%[activator][38.3 µM]	-11%	-4%
13	CC(C)c1ccccc1OCCNC(=O)c1cccnc1	15%	9%	-2%	20%
14	Cc1ccccc1NC(=O)CCN1CCc2ccccc2C1	-1%	7%	48%[activator]	2%
15	COc1ccc(N2C(=O)CN(Cc3ccc(OC)c(OC)c3)C2=S)cc1	14%	-2%	.	6%

No.	Epigenetic reg	Luc counter	HttQ103 aggreg
1	-4.6%	3%	-1%
2	-0.3%	-1%	2%[1.84 µM]
3	?	0%	?
4	0.0%	-1%	5%
5	2.2%	-4%	-1%
6	-1.0%	.	-2%
7	1.3%	1%	-15%
8	2.1%	.	24%[9.22 µM]
9	1.5%	-2%	15%
10	1.1%	.	-5%[9.22 µM]
11	-4.2%	.	?
12	4.9%	-6%	7%
13	1.1%	-3%	-13%
14	0.0%	2%	-2%[9.22 µM]
15	0.8%	3%	-14%

Next part.
No.	compound	NPSR antag	IMPase Li inh	L3MBTL1 block	CBFb-RUNX1 inh
16	CCOC(=O)Cn1c(-c2ccc(Cl)nc2)nc2ccccc21	6%[46.1 µM]	-14%[38.3 µM]	-10%	1%
17	CCOC(=O)/C(=N\Nc1cccc(Cl)c1)Sc1nnc(-c2ccc(OC)cc2)n1C	-13%	1%	-12%	-11%
18	COc1ccccc1OCc1ccc(C(=O)N2CCOCC2)o1	5%	-3%	3%	6%
19	O=C(c1cnccn1)N(c1ccccc1)C1(C(=O)NC2CCCC2)CCCCC1	1%[46.1 µM]	40%[38.3 µM]	.	7%
20	CN(C)CC(C)(C)CNC(=O)c1cc(Br)cc(Br)c1O	4%	11%	-20%	-7%
21	CC(=O)c1ccc(N(C)C)cc1	-6%[46.1 µM]	8%[38.3 µM]	.	2%
22	COC(=O)CSc1nc(N)nc(C)c1Cl	10%	9%	9%	6%
23	CCSC(=Nc1ccccc1)Nc1ccccc1	-15%	14%	23%	16%
24	CCOCCc1nnc(NC(=O)Cc2ccccc2)s1	-1%[46.1 µM]	19%[38.3 µM]	3%	12%
25	CC1(C)Cc2c(c(N3CCOCC3)nc3sc4c(N5CCOCC5)nnnc4c23)CS1	-10%[46.1 µM]	7%	3%	6%
26	CCCCOc1ccc(C(=O)OC2CC(C)N(C)CC2C)cc1 (stereo unspecified)	5%[46.1 µM]	44%[activator][38.3 µM]	-2%	13%
27	O=C(COC(=O)Cc1cccs1)Nc1ccccc1Cl	8%	6%	3%	-4%
28	CC(C)=CCN1CCN(C/C(Cl)=C/c2ccccc2)CC1CCO (stereo unspecified)	-11%	.	-5%	-4%
29	C=CCNC(=S)N1CCN(c2ncc3c(=O)c(C(=O)O)cn(CC)c3n2)CC1	-11%[46.1 µM]	-4%[38.3 µM]	3%	-1%
30	Brc1cccc2sc(N3CCCC3)nc12	-1%	-7%	.	2%

No.	Epigenetic reg	Luc counter	HttQ103 aggreg
16	0.0%	-3%	?
17	0.0%	1%	3%
18	?	10%	-6%
19	-1.0%	-3%	3%
20	6.1%	3%	10%
21	-1.0%	-2%	13%
22	6.5%	2%	.
23	-1.5%	6%	6%
24	-1.1%	1%	-8%
25	-0.9%	9%	6%
26	-0.8%	-1%	2%
27	-1.4%	1%	17%
28	0.0%	.	27%[9.22 µM]
29	-1.2%	-2%	-8%
30	14%	-2%	7%

Following part:
No.	compound	NPSR antag	IMPase Li inh	L3MBTL1 block	CBFb-RUNX1 inh
31	COc1cc(OC)c2c(-c3cccc(-c4ccc(NC(C)=O)cc4)c3)cc(=O)oc2c1	.	22%	-3%	-15%
32	CCN(CC)S(=O)(=O)c1ccc(NC(=O)C(C)N(c2ccc(OC)cc2)S(C)(=O)=O)cc1 (stereo unspecified)	-13%[46.1 µM]	36%[activator][38.3 µM]	.	0%
33	CCCC/C(C)=N/NC(=O)C(=O)NCCc1ccccc1	-9%[46.1 µM]	3%[38.3 µM]	3%	-1%
34	COc1ccc(OC(=O)C2CC(=O)N(c3ccc(C)cc3)C2)cc1 (stereo unspecified)	-7%	5%	2%	10%
35	CCCS(=O)(=O)N1CCN(S(=O)(=O)c2ccccc2[N+](=O)[O-])CC1	11%	5%	2%	1%
36	C1=CN2CCC1C(c1ccccc1)C2 (stereo unspecified)	-12%[46.1 µM]	7%[38.3 µM]	2%	2%
37	COc1ccccc1NC(=O)CSc1nnc(Cc2cccn2C)n1-c1ccc(F)cc1	?	31%[38.3 µM]	-21%	-6%
38	CCC(=O)Nc1cccc(C(=O)Nc2nccs2)c1	-3%	4%	2%	-1%
39	Cc1cc(C)cc(N(CC(=O)N2CC=C(c3ccccc3)CC2)S(=O)(=O)c2c(C)noc2C)c1	?	19%[38.3 µM]	.	-1%
40	O=C(O)/C=C/c1ccc2c(-c3ccccc3)onc2c1	-21%	0%	5%	-16%
41	O=C(OCc1nnc(-c2ccccc2)o1)C1CC(=O)N(Cc2ccco2)C1 (stereo unspecified)	15%	-8%	1%	2%
42	CSc1cccc(NC(=O)C(C)C)c1	10%	-5%	-15%	18%
43	Cc1ccc(CCP(=O)(O)CN2CCOCC2)cn1	3%[46.1 µM]	9%[38.3 µM]	14%	6%
44	COC(=O)c1cccc(NC(=O)CCc2ccccc2)c1	19%	13%	15%	-15%
45	CC1(C)C=C(c2ccc(C=O)s2)CC(C)(C)N1	-6%[46.1 µM]	13%[38.3 µM]	2%	5%

No.	Epigenetic reg	Luc counter	HttQ103 aggreg
31	6.1%	1%[39.9 µM]	.
32	2.9%	-1%	-30%
33	-1.0%	-4%	-4%
34	0.1%	-2%	11%[9.22 µM]
35	2.2%	0%	17%
36	-1.7%	-3%	1%
37	-0.8%	5%	-13%
38	0.0%	1%	16%[9.22 µM]
39	2.4%	1%	?
40	-1.5%	-3%	?
41	-1.4%	0%	12%
42	-2.4%	0%	18%
43	0.9%	-2%	15%
44	-1.8%	-5%	-2%
45	0.2%	3%	-8%

Compounds above with two or more sulfur atoms, in the order listed:
No.	compound	NPSR antag	IMPase Li inh	L3MBTL1 block	CBFb-RUNX1 inh
5	Cc1ccsc1C(=O)OCC(=O)NC1CCS(=O)(=O)C1 (stereo unspecified)	33%	-8%	.	-5%
25	CC1(C)Cc2c(c(N3CCOCC3)nc3sc4c(N5CCOCC5)nnnc4c23)CS1	-10%[46.1 µM]	7%	3%	6%
32	CCN(CC)S(=O)(=O)c1ccc(NC(=O)C(C)N(c2ccc(OC)cc2)S(C)(=O)=O)cc1 (stereo unspecified)	-13%[46.1 µM]	36%[activator][38.3 µM]	.	0%
35	CCCS(=O)(=O)N1CCN(S(=O)(=O)c2ccccc2[N+](=O)[O-])CC1	11%	5%	2%	1%

No.	Epigenetic reg	Luc counter	HttQ103 aggreg
5	2.2%	-4%	-1%
25	-0.9%	9%	6%
32	2.9%	-1%	-30%
35	2.2%	0%	17%

(further entries)
No.	compound	NPSR antag	IMPase Li inh	L3MBTL1 block	CBFb-RUNX1 inh
46	CCOC(=O)C(C)Oc1c(Br)cc(C2NC(=O)NC(C)=C2C(C)=O)cc1OCC (stereo unspecified)	-4%[46.1 µM]	12%[38.3 µM]	.	-5%
47	Cc1oc2ccccc2c1CNC(=O)N(C)C	8%	.	.	13%
48	COc1ccc(-c2nn(-c3ccccc3)cc2/C=N/NC(=O)c2cccc(S(=O)(=O)Nc3ccccc3Cl)c2)cc1	-21%	-3%	0%	-15%
49	Cc1ccc(OCC(=O)NCc2cccs2)cc1	-4%[46.1 µM]	30%[38.3 µM]	.	-3%
50	O=C(CNC(=O)c1ccncc1)N/N=C/c1ccccn1	17%	-6%	.	-4%
51	Cc1ccc(CN2C(=O)/C(=C\c3ccc(C(=O)NCc4cccnc4)cc3)Oc3ccccc32)cc1	-9%	3%	3%	14%
52	CC(=O)N(C)c1ccc(C(O)(C(F)(F)F)C(F)(F)F)cc1	0%	-5%	.	1%
53	CC1(C)Cc2c(c(N3CCCC3)[nH]c(=S)c2C#N)CO1	1%[46.1 µM]	9%[38.3 µM]	.	0%
54	CC(=O)Nc1cccc(NC(=O)CSc2ncc(-c3ccccc3)[nH]2)c1	3%	6%	-6%	-5%
55	Cc1ccc(S(=O)(=O)N2CCC(C(=O)N[C@@H](C)C(=O)NC3CCCCC3)CC2)cc1	-20%[46.1 µM]	-8%[38.3 µM]	3%	5%
56	CCOC(=O)C1CCCN(C(=O)c2ccc(CS(=O)(=O)c3ccc(Br)cc3)o2)C1 (stereo unspecified)	-5%[46.1 µM]	31%[activator][38.3 µM]	1%	-1%

No.	Epigenetic reg	Luc counter	HttQ103 aggreg
46	-1.3%	-4%	20%
47	3.9%	.	-11%[9.22 µM]
48	0.0%	-2%	-14%
49	-0.2%	-4%	6%
50	5.9%	2%	2%
51	12%	5%	-2%
52	1.4%	-1%	10%
53	1.6%	-3%	20%
54	-3.4%	4%	?
55	-0.1%	16%	-2%
56	-0.8%	3%	-4%
